# aSyn yeast inh: rescues yeast growth from alpha-synuclein toxicity; Yeast expressing alpha-synuclein, growth rescue, BacTiter-Glo, 24 h; Potency, µM (top dose mostly 46.1 µM), without a hit: at the highest dose growth rescue (activation), usual class: activators; 370,000 tested, 0.14% active; also: potency is read from the fitted curve at half-maximal effect; % of control where 0% means no effect; nearly all actives have a fitted effect of over 65% in size
#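 Galactose-induced alpha-syn yeast (OD600=0.02, raffinose-pregrown) + pinned cpd, 24 hr, 30 deg C; growth by BacTiter-Glo luminescence. Growth restoration scores as activation.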
# D3 ag: agonists of human D3 dopamine receptor | 410,000 tested, 0.58% active | D3R DiscoveRx beta-arrestin cells, luminescence, 90 min | max activation, %; in the data active = max activation above about 30%; also: 0% is about no effect; mostly tested at two doses, the higher about 12 µM
#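 Cells at 1500/well, incubated overnight, then treated with pinned compounds (dopamine as control) for 90 min at 37 degrees C. DiscoveRx reagent added for 30 - 60 minutes at room temperature; luminescence read.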
# EPAC2 agonist: agonists of human EPAC2 (RAPGEF4); Q8WZA2; AID 720711; 360,000 tested, 0.079% active; Potency, µM (titrated, usually from 154 µM), without a hit: at the highest dose activation, most hits filed as activators; EPAC2 activation, biochemical qHTS; response scale: 100% = 6.5 mM cAMP response; also: potency is read from the fitted curve at half-maximal effect; nearly all actives have a fitted effect of over 50% in size
# Target sequence (Q8WZA2 whole entry, looked up): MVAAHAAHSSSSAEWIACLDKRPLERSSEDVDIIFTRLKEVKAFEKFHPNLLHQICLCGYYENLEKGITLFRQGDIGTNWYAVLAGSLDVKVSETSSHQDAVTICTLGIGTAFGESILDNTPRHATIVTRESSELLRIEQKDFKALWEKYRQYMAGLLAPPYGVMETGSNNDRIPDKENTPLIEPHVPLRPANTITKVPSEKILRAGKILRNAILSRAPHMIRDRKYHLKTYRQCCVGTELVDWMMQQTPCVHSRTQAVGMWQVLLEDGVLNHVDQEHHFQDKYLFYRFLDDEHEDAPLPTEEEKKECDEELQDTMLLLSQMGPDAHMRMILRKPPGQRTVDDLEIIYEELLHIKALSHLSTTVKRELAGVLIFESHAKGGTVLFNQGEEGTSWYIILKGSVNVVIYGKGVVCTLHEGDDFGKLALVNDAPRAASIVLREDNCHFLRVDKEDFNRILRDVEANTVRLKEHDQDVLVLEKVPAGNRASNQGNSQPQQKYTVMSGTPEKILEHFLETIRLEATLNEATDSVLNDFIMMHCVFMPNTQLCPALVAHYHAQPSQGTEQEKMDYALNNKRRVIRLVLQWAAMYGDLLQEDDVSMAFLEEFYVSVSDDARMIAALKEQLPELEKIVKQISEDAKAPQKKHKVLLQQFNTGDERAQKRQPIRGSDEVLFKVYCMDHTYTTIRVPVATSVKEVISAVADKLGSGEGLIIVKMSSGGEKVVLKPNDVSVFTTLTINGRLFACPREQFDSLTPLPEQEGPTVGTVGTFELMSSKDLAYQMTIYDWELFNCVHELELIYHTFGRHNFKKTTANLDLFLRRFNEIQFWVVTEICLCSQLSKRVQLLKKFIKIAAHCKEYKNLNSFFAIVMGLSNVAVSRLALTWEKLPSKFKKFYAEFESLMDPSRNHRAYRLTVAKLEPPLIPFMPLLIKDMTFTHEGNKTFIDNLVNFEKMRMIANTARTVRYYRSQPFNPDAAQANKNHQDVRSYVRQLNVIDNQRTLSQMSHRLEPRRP
#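 Nucleotide exchange monitored as fluorescence drop when BODIPY-GDP leaves Rap1B. Reaction: 100 nM EPAC2, 250 nM RAP1B-BODIPY-GDP, 50 uM GDP, room temperature, kinetic read over 30 min. Activity expressed relative to 6.5 mM cAMP.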
# EPAC2 antagonist: blocks human EPAC2 exchange factor; EPAC2 GEF exchange of Rap1B-BODIPY-GDP, fluorescence; Potency, µM (series often up to 114 µM), inactives show top-dose activity, negative = inhibition, hits mostly inhibitors; 360,000 tested, 0.18% active; Q8WZA2; also: potency is read from the fitted curve at half-maximal effect; % is scaled to controls: 0 for no effect and ±100 for the full control effect; nearly all actives have a fitted effect of over 45% in size; many of its hits are not listed in these tables
# DRD3 antagonist: blocks the human D3 dopamine receptor. D3R cells, DiscoveRx beta-arrestin luminescence, antagonist mode; active compounds read low. max response, negative = inhibition, %. 360,000 tested, 2.5% active; in the data active = max response below about -50%; inconclusive = no clear call, values can overlap the other calls; also: % is scaled to controls: 0 for no effect and ±100 for the full control effect; mostly tested at two doses, the higher about 12 µM
#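 Cells expressing the human receptor were seeded at 1500 cells/well, incubated overnight at 37 degrees C in 5% CO2, then exposed to library compounds with dopamine controls for 90 minutes at 37 degrees C before luminescent detection.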
# Abeta yeast res: compounds reversing amyloid beta toxicity in yeast. Potency, µM (series often up to 46.1 µM), without a hit: at the top dose growth rescue, hits mostly activators. yeast expressing A-beta42, growth rescue, OD600, 48 h; response scale: 0% DMSO, 100% iron-clioquinol control. 410,000 tested, 0.063% active; also: potency is read from the fitted curve at half-maximal effect; nearly all actives have a fitted effect of over 55% in size
#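 Yeast growth medium received pinned compounds, then yeast cells expressing toxic A-beta were added; plates incubated at 30 C for 48 hr. Growth read as absorbance at 600 nm, normalized to DMSO and equimolar FeCl3 plus clioquinol controls.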
# FUS yeast rescue: rescues growth of FUS-expressing yeast. S. cerevisiae FUS-expressing, growth rescue, OD600, 24 h. Potency, µM (doses to about 76.6 µM), without a hit: at the highest dose growth rescue (activation), usual class: activators. 390,000 tested, 0.24% active. AID 1347120;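 also: potency is read from the fitted curve at half-maximal effect; plate controls were DMSO vehicle for no effect and reference control for full effect; nearly all actives have a fitted effect of over 55% in size; some results filed as inactive show a strong effect at the top dose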
#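 Restored growth of FUS-toxic S. cerevisiae, read as 600 nm absorbance after 24 h at 30C in galactose medium (starting OD 0.005). Controls CP55940 and DMSO.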
# TDP43 rescue: TDP-43 toxicity inhibition in yeast; TDP-43 expressing yeast growth rescue, BacTiter-Glo, 24 h; Potency, µM (doses to about 46.1 µM), inactives show at the highest dose growth rescue (activation), usual class: activators; 410,000 tested, 1.8% active; AID 652104; also: potency is read from the fitted curve at half-maximal effect; % of control where 0% means no effect; nearly all actives have a fitted effect of over 50% in size
#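 In this qHTS, compounds that restore growth of yeast expressing TDP-43 appear as activators. Cells (OD600=0.02, galactose medium, raffinose-pregrown) are incubated with compound 24 hr at 30 deg C and growth is quantified by BacTiter-Glo.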
# * = called active by the depositor; ? = inconclusive; . = no result given; & = joins results of further samples; [ ] = dose if it differs, or a comment. Unless noted, calls follow the shape of the dose curve; as a rule, active = well fitted curve in the direction sought with a large enough effect; inconclusive = small, poorly fitted or top-dose-only effect, or another doubt; inactive = no such curve, though single readings can be large; an effect the other way counts as inactive or inconclusive. This is a subset; rates above refer to the full screens.
SMILES,aSyn yeast inh,D3 ag,EPAC2 agonist,EPAC2 antagonist,DRD3 antagonist,Abeta yeast res,FUS yeast rescue,TDP43 rescue
O=C(N/N=C/c1ccccc1)c1cc[n+]([O-])cc1,6%,16,12%,-12%,13,-15%,-30%,1%
O=C(NCc1ccc(F)cc1F)[C@@H]1CCCN1C(=O)[C@@H]1CCCN1C(=O)c1ccc(Cl)cc1,-5%,7,8%,8%,-2,-2%,-3%,15%
CN(C)S(=O)(=O)c1ccc(C(=O)Nc2ccc3c(c2)CCC3)cc1,0%,-3,12%,-8%,-1,3%,-14%,12%
O=C(Nc1ccc(Cl)cc1)c1cccc(N2C(=O)C3C4CCC(C4)C3C2=O)c1 (stereo unspecified),0%,-6,5%,?,0,10%,.,3%
CCOCCCNC(=O)c1c[nH]c2ccc(S(=O)(=O)Nc3cccc(OC)c3)cc2c1=O,5%,1,-6%,-3%,?,24%,4%,-2%
N/C(=N\c1nc(CSc2ccccn2)cc(=O)[nH]1)Nc1ccc(Cl)cc1Cl,2%,1,0%,-1%,9,8%,-39%,9%
COc1ccc(N(C(=O)c2ccco2)C(C(=O)NC2CCCC2)c2cccnc2)c(OC)c1 (stereo unspecified),0%,-1,9%,0%,-7,6%,-8%,6%
Cc1ccccc1-c1cc2nc(NCCN3CCCC3)n(C)c(=O)c2s1,1%,-11,9%,4%,0,-27%,5%,6%
CCOC(=O)c1ccc(NS(=O)(=O)c2ccc3c(c2)n(C)c(=O)n3C)cc1,-9%,-3&12,8%,8%,2,-8%&8%,-11%&-7%,3%&13%
COc1ccc(CNc2nc3c(c(=O)n(C)c(=O)n3C)n2Cc2ccccc2Cl)cc1,.,7,.,.,.,-3%,3%,20%
CCCS(=O)(=O)c1nc(S(=O)(=O)c2ccc(C)cc2)c(N2CCN(CC)CC2)s1,-7%,-19,9%,5%,-109*,3%,2%,11%
CCCCC(=O)Nc1ccc(OCc2cc(=O)n3c(C)csc3n2)cc1,.,1,.,.,.,-6%,-22%,?
Clc1cccc(Cl)c1CSc1nnc([C@@H]2CCCN2)o1,7%,-7,9%,5%,0,3%,6%,10%
COc1ccc(C=NNC(=O)CCCCC(=O)NN=Cc2ccc(OC)cc2)cc1,-7%,-5,-6%,11%,12,-1%,-14%,-9%
O=c1/c(=C/c2ccco2)sc2n1CN(c1cccc(Br)c1)CN=2,2%,1,-7%,-1%,-61*,3%,10%,-2%
Cc1oc(-c2ccccc2)nc1CNS(=O)(=O)c1ccc(Cl)cc1,.,9,.,.,.,-5%,-13%,30%
COc1ccc2c(Cl)cc(NC(=O)Nc3c(C)cccc3C)nc2c1,-7%,-9,-6%,-10%,-13,4%,-11%,18%
O=C(CN1C(=O)NC2(CCCC2)C1=O)Nc1cc(Cl)ccc1Oc1ccccc1,-2%,10,12%,-20%,1,-8%,15%,16%
CCOc1cc2[nH]c(=S)n(CCCN3CCN(C)CC3)c(=O)c2cc1OCC,-1%,-11,0%,6%,-4,10%,9%,8%
O=C(N/N=C\c1cccc(Br)c1)c1ccccc1-n1cccc1,16%,-1,3%,-6%,-4,26%,11%,25%
CC(C)(C)NC(=O)C1CC(=O)N(CCc2ccc(F)cc2)C1 (stereo unspecified),2%,-5,9%,5%,-16,17%,4%,-4%
CCOC(=O)c1sc2nc(NC(=O)C(C)(C)C)sc2c1C,4%,34*,3%,-20%,33,-3%,0%,?
CC[C@H](C)C(C(=O)N1CCN(C(=O)OC(C)(C)C)CC1)n1cc(C(CO)NC(=O)OC(C)(C)C)nn1 (stereo partly specified),-4%,8,0%,-4%,-25,0%,19%,9%
Cc1nn(-c2cc(C)c3ccccc3n2)c2c1C1C(C2)C1(C)C (stereo unspecified),?,-11,1%,-3%,-15,-4%,19%,-19%
CCC(=O)NC(C)c1nc2ccccc2n1C (stereo unspecified),3%,-1,0%,-1%,11,1%,-16%,-2%

# 12 consecutive entries out of the list so far:
SMILES,aSyn yeast inh,D3 ag,EPAC2 agonist,EPAC2 antagonist,DRD3 antagonist,Abeta yeast res,FUS yeast rescue,TDP43 rescue
COc1ccc(C=NNC(=O)CCCCC(=O)NN=Cc2ccc(OC)cc2)cc1,-7%,-5,-6%,11%,12,-1%,-14%,-9%
O=c1/c(=C/c2ccco2)sc2n1CN(c1cccc(Br)c1)CN=2,2%,1,-7%,-1%,-61*,3%,10%,-2%
Cc1oc(-c2ccccc2)nc1CNS(=O)(=O)c1ccc(Cl)cc1,.,9,.,.,.,-5%,-13%,30%
COc1ccc2c(Cl)cc(NC(=O)Nc3c(C)cccc3C)nc2c1,-7%,-9,-6%,-10%,-13,4%,-11%,18%
O=C(CN1C(=O)NC2(CCCC2)C1=O)Nc1cc(Cl)ccc1Oc1ccccc1,-2%,10,12%,-20%,1,-8%,15%,16%
CCOc1cc2[nH]c(=S)n(CCCN3CCN(C)CC3)c(=O)c2cc1OCC,-1%,-11,0%,6%,-4,10%,9%,8%
O=C(N/N=C\c1cccc(Br)c1)c1ccccc1-n1cccc1,16%,-1,3%,-6%,-4,26%,11%,25%
CC(C)(C)NC(=O)C1CC(=O)N(CCc2ccc(F)cc2)C1 (stereo unspecified),2%,-5,9%,5%,-16,17%,4%,-4%
CCOC(=O)c1sc2nc(NC(=O)C(C)(C)C)sc2c1C,4%,34*,3%,-20%,33,-3%,0%,?
CC[C@H](C)C(C(=O)N1CCN(C(=O)OC(C)(C)C)CC1)n1cc(C(CO)NC(=O)OC(C)(C)C)nn1 (stereo partly specified),-4%,8,0%,-4%,-25,0%,19%,9%
Cc1nn(-c2cc(C)c3ccccc3n2)c2c1C1C(C2)C1(C)C (stereo unspecified),?,-11,1%,-3%,-15,-4%,19%,-19%
CCC(=O)NC(C)c1nc2ccccc2n1C (stereo unspecified),3%,-1,0%,-1%,11,1%,-16%,-2%

# Remaining list, next part:
SMILES,aSyn yeast inh,D3 ag,EPAC2 agonist,EPAC2 antagonist,DRD3 antagonist,Abeta yeast res,FUS yeast rescue,TDP43 rescue
COC(=O)c1sccc1NC(=O)COc1ccccc1Cl,0%,9,-1%,-2%,5,-12%,-4%,4%
Cc1cc(=O)c(C(=O)Nc2cccc(N3CCCC3=O)c2)nn1-c1ccccc1F,-7%,4,9%,-10%,-3,7%,14%,-1%
COc1cc(C=C2C(=O)OC(c3ccccc3)OC2=O)cc(Br)c1O (stereo unspecified),-3%,10,-2%,16%,10,2%,-8%,-26%
FC(F)(F)c1cc(CCN2CCNC[C@@H]2Cc2ccccc2)cc(C(F)(F)F)c1,-15%,-22,6%,1%,-20,-19%,24%,-33%
Nc1cccnc1Sc1cc(Cl)cc(Cl)c1,11%,1,6%,-4%,-5,14%,10%,?
CCN(CC)CCCC(C)n1c(C)cc(C(=O)NS(=O)(=O)c2ccc(C)cc2)c1C (stereo unspecified),0%,4,3%,3%,17,2%,-10%,7%
CC(C)Oc1ccc(C2NC(=O)NC2=O)cc1 (stereo unspecified),3%,-1,12%,-2%,8,9%,16%,21%
CC(C)C[C@H]1CN([C@@H](Cc2ccc(O)cc2)CN2CCC[C@H]2CN2C(=O)C(=O)NC[C@@H]2Cc2ccccc2)C(=O)C(=O)N1CC1CCCCC1,0%,5,-4%,?,37,-4%,9%,12%
COc1ccc(S(=O)(=O)N2CCC(C(=O)NCCC(=O)Nc3nccs3)CC2)cc1,7%,-1,4%,0%,17,5%,21%,15%
Cc1cc2nc(-c3ccc(OCc4ccccc4C)cc3)cc(C(F)(F)F)n2n1,.,1,.,.,.,5%,-14%,11%
CCCc1cc(CN2CCOCC2)c(O)c(CN2CCOCC2)c1O,-11%,-8,3%,1%,1,0%,.,-10%
Cc1ccccc1CCNC(=O)C1CCC(=O)N(Cc2ccc(Cl)cc2)C1 (stereo unspecified),1%,-5,5%,2%,-25,7%,20%,1%
COc1ccc(Nc2nc(NN)nc(Nc3ccc(OC)cc3)n2)cc1,9%,-11,-4%,7%,-26,-14%,?,?
COc1ccc(-c2csc(-n3ncc(C(=O)O)c3C(F)(F)F)n2)cc1,21%,0,5%,?,-11,-8%,-30%,0%
Cc1cc(C)cc(NS(=O)(=O)c2ccc3[nH]cc(C(=O)N4CCCC4)c(=O)c3c2)c1,.,8,.,.,.,10%,6%,0%
O=C(O)c1ccc(N/N=C/c2ccc(-c3ccc(Cl)cc3Cl)o2)cc1,26%,2,-3%,?,22,-55%[inhibitor],-1%,0%
COc1ccc(CN(C)C(=O)CNC(=O)c2ccc(C)cc2)cc1,3%,-13,7%,7%,?,-7%,-17%,0%
NC(=O)c1ccsc1NC(=O)COC(=O)CCOc1ccccc1,3%,2,7%,-10%,18,19%,22%,1%
Cc1cccc2sc(NC(=O)C3CCN(S(=O)(=O)c4cc([N+](=O)[O-])ccc4Cl)CC3)nc12,0%,7,5%,-15%,-5,27%,22%,-14%
Clc1ccc(-c2ccc(CNCCSc3nnnn3-c3ccccc3)o2)cc1,.,-22,.,.,.,-23%,6%,-5%
COc1ccc2c(c1)c(/C=N/Nc1nc3ccccc3[nH]1)c(C)n2C,-23%,-34,1%,18%,-3,-9%,?,-26%[1.82 µM]
CN(C)/N=C/c1cc(Cl)cc([N+](=O)[O-])c1O,-11%,-50,6%,-6%,-80*,-36%[inhibitor],18%,-44%[inhibitor]
Cc1ccccc1CNC(=O)c1ccc(Cl)c([N+](=O)[O-])c1,-11%,7,5%,-2%,-7,-53%[inhibitor],.,?
Cc1ccc(-c2ccc(/C=N/O)o2)cc1[N+](=O)[O-],-19%,1,-1%,7%,11,-26%,-34%,13µM*
